Bioassay records (PubChem)
SENP7 inh: blocks the human protease SENP7; Q9BQF6; recombinant SENP7, Z-RLRGG-aminoluciferin luminescence, 40 min; inhibition, % at 5 µM; hit rate 1.5% among 330,000; AID 434973;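 active means inhibition above about 50% at the single test dose, limit read from the data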;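 further: plate controls were DMSO with enzyme for no effect and no enzyme buffer wells for full effect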
APOBEC3G inh: inhibitors of human APOBEC3G DNA deaminase | Q9HC16 | recombinant A3G, ssDNA deamination FAM/TAMRA fluorescence | inhibition, % at 20 µM | hit rate 0.28% among 330,000 | AID 493012;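 active means inhibition of at least 40% at 20 µM, with no more than 30% in the related APOBEC3A deaminase screen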;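 further: plate controls were DMSO wells with A3G for no effect and wells lacking A3G enzyme for full effect; some compounds called inactive have numbers as strong as hits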
Apaf-1 inh: human Apaf-1 inhibition. O14727. reconstituted apoptosome caspase-3 activity, DEVD-Rh110 fluorescence. inhibition, % at 20 µM. hit rate 0.71% among 330,000; active means inhibition of at least 40% at 20 µM;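 further: plate controls were DMSO wells for no effect and DEVD-CHO caspase inhibitor wells for full effect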
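Material: reconstituted apoptosome with Apaf-1, cytochrome c, caspase-9, procaspase-3, dATP; medium: pH 7.5 Hepes buffer with CHAPS, BSA, DTT; also added: cytochrome c and DEVD-Rh110 substrate; timing: 30 min plus 50 min, RT; signal: Rh110 fluorescence intensity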
UBC13 inh: human UBC13 polyubiquitination inhibition. hit rate 0.47% among 330,000. AID 485273. UBC13 polyubiquitin chain formation, TR-FRET. P61088. inhibition, % at 20 µM; in the data active means inhibition above about 45%, passing the limit was not always enough
Target sequence (P61088 whole entry, looked up): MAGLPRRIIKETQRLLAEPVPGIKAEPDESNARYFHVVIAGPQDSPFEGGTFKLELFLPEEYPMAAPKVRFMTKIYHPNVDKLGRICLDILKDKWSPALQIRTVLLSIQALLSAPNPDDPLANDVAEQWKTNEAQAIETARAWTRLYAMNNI
SENP8 block-1: SENP8 protease inhibition; Q96LD8; AID 2540; purified SENP8, Z-RLRGG-aminoluciferin cleavage, luminescence; hit rate 1.2% among 330,000; inhibition, % at 10 µM; in the data active means inhibition above about 50%
Target sequence (Q96LD8 whole entry, looked up): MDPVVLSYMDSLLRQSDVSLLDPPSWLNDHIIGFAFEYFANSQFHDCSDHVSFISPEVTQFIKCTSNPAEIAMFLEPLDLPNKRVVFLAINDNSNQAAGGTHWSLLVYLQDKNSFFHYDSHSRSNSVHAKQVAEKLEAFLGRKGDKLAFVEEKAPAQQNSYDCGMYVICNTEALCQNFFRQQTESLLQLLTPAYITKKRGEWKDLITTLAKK
SENP1 FRET inh: SENP1 (human) catalytic domain inhibition; recombinant SENP1 catalytic domain, CyPet-SUMO1-YPet FRET cleavage; inhibition, % at 10 µM; hit rate 0.21% among 360,000; Q9P0U3;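 active means inhibition at least 30% at 10 µM, raw YFP signal under a set limit, fluorescence ratio 0.5 to 1.5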;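 further: 0% = enzyme with DMSO and 100% = no enzyme wells; some results filed as inactive read as strong as hits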
Target sequence (Q9P0U3 419-644 limits assumed): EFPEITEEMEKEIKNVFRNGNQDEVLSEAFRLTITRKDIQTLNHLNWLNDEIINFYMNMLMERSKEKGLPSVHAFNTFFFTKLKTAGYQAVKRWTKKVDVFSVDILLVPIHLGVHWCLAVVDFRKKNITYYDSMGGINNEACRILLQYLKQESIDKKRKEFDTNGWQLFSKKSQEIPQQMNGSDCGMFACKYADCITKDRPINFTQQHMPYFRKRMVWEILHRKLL
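Controls: no-enzyme wells low, DMSO-plus-enzyme wells high control. Test system: human recombinant His6-tagged SENP1 catalytic domain enzyme. Reagent: SFCypet-SUMO1-SFYpet FRET protein substrate, 25 nM final. Doses: one dose per compound, 10 µM, 0.5% DMSO. Detection: FRET, CFP and YFP emission. Timing: 50 min reaction at room temperature.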
SENP6 block: inhibitors of human SENP6 protease | Q9GZR1 | hit rate 1.8% among 330,000 | inhibition, % at 10 µM | Recombinant SENP6 catalytic domain, aminoluciferin luminescence;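 active means inhibition above about 50% at the single tested dose, limit read from the data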;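 further: plate controls were DMSO wells with enzyme for no effect and DMSO wells lacking enzyme for full effect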
Target sequence (Q9GZR1 628-1112 limits assumed): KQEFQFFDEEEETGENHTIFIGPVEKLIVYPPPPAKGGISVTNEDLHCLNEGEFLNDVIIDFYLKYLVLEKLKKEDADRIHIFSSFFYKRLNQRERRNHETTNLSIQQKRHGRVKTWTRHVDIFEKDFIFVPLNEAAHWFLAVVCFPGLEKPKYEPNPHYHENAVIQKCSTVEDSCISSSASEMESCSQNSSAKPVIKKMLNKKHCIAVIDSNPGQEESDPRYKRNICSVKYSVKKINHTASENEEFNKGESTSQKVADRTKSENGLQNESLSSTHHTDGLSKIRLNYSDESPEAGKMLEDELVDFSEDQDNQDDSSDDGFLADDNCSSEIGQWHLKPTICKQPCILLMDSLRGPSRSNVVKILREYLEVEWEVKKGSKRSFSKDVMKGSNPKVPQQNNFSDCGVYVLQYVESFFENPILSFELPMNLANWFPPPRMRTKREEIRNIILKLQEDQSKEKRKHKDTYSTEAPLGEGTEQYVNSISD
SENP8 block-2: blocks human SENP8 cleavage of Nedd8 substrate | recombinant SENP8, Nedd8 substrate fluorescence | AID 602440 | inhibition, % at 20 µM | Q96LD8 | hit rate 0.64% among 360,000; in the data active means inhibition mostly above about 40%, no sharp cut-off; inactive means mostly below about 27%
Active calls of the source: *; . = no result given.

SMILES	SENP6 block	UBC13 inh	SENP1 FRET inh	SENP7 inh	SENP8 block-1	APOBEC3G inh	SENP8 block-2	Apaf-1 inh
N#Cc1nc(-c2cccs2)oc1NCCN1CCOCC1	-8	8	-6	-2	4	-1	-428	-3
Cc1ccccc1C(=O)OC(C)CN1CCN(C)CC1 (configuration not stated)	-7	18	2	-7	-2	-4	8	-9
CN(CC(O)COc1ccc(S(=O)(=O)N2CCOCC2)cc1Cl)C1CCCCC1 (configuration not stated)	-6	-9	-1	-7	-6	6	28	0
Cc1ccc2c(c1)N(C(=O)CCC(=O)NCCN1CCOCC1)CC(C)O2 (configuration not stated)	6	7	0	-2	7	-3	22	-6
CC1(C)NC(=O)N(CCCCOc2ccc3ccccc3c2Cl)C1=O	9	15	1	12	0	-2	1	9
Cn1c(SCc2ccccc2[N+](=O)[O-])nnc1-c1cccnc1	6	12	4	-1	-2	-7	15	-16
COc1ccc(OCC(O)CNC(=O)Nc2ccc(Cl)cc2)cc1 (configuration not stated)	-9	1	2	3	-7	2	17	6
CC(=O)N1CCN(c2ccc(NCc3ccco3)cc2)CC1	-16	-14	2	-6	-3	-9	-11	-3
CCc1nnc(NC(=O)CSc2nc(-c3ccccc3)cc(-c3ccc(OC)cc3)c2C#N)s1	-18	42	0	-13	-6	-7	-214	20
CSc1nsc(SCC(=O)Nc2ccc(C(N)=O)cc2)n1	11	-2	3	4	3	9	8	3

Reformatted: results already given.
Molecule: CC(=O)N1CCN(c2ccc(NCc3ccco3)cc2)CC1
- SENP6 block = -16
- UBC13 inh = -14
- SENP1 FRET inh = 2
- SENP7 inh = -6
- SENP8 block-1 = -3
- APOBEC3G inh = -9
- SENP8 block-2 = -11
- Apaf-1 inh = -3
Molecule: CCc1nnc(NC(=O)CSc2nc(-c3ccccc3)cc(-c3ccc(OC)cc3)c2C#N)s1
- SENP6 block = -18
- UBC13 inh = 42
- SENP1 FRET inh = 0
- SENP7 inh = -13
- SENP8 block-1 = -6
- APOBEC3G inh = -7
- SENP8 block-2 = -214
- Apaf-1 inh = 20
Molecule: CSc1nsc(SCC(=O)Nc2ccc(C(N)=O)cc2)n1
- SENP6 block = 11
- UBC13 inh = -2
- SENP1 FRET inh = 3
- SENP7 inh = 4
- SENP8 block-1 = 3
- APOBEC3G inh = 9
- SENP8 block-2 = 8
- Apaf-1 inh = 3

Further records.
SMILES	SENP6 block	UBC13 inh	SENP1 FRET inh	SENP7 inh	SENP8 block-1	APOBEC3G inh	SENP8 block-2	Apaf-1 inh
CCCn1c2ccccc2c2cnn(CC(=O)N3CCN(C4CCCCC4)CC3)c(=O)c21	-2	30	0	-3	-7	-5	-32	29
C=CCN(C(=O)CNC(=O)c1ccco1)C(C(=O)NC1CCCCC1)c1cccnc1 (configuration not stated)	-7	-1	1	-9	4	-4	12	-7
c1ccc(C[C@H]2CNCCN2CCc2cccc3ccccc23)cc1	-15	33	-9	1	-14	-3	14	35
O=C(Nc1ccccc1C(=O)O)c1ccc(NC(=O)C2CCCCC2)cc1	-1	1	2	-4	4	-6	-20	9
Cc1cc(C)nc(SCC(=O)Nc2ccc3c(c2)OCO3)n1	-18	-1	2	-16	-15	-5	16	3
Cc1ccc2cc(CCNC(=O)C(C)C)c(=O)[nH]c2c1	1	0	0	-11	0	5	-30	4
COc1cc(/C=C/c2noc(-c3ccccc3O)n2)cc(OC)c1OC	-24	12	1	-4	-16	-4	-433	1
COC1C(C)=C(C)C(=O)N1Cc1ccccc1 (configuration not stated)	4	-1	-2	3	5	-6	16	-10
Cc1ccc(CC2C(=O)N(c3ccc(F)cc3)C(=O)C2C)cc1 (configuration not stated)	-1	-1	1	0	-4	1	3	2
O=C(c1cccc(S(=O)(=O)N2CCCc3ccccc32)c1)N1CCN(c2ccccc2)CC1	-15	13	-1	6	-2	-7	13	14
O=C(/C=C/c1cccs1)N1CCCCC1	21	-5	0	22	9	-3	12	-7
COC(=O)c1ccc(Nc2cc(C)nc3ncnn23)cc1	-6	-9	2	-8	-8	-6	-24	5
Cc1ccc(S(=O)(=O)c2nc(S(C)(=O)=O)sc2NCc2ccc3c(c2)OCO3)cc1	-7	0	-4	8	-2	-5	21	16
CN(C)S(=O)(=O)c1cc(NC(=O)[C@H](Cc2ccccc2)N2C(=O)c3ccccc3C2=O)ccc1Cl	-6	-5	3	3	0	2	12	8
Cc1ccc2nc(NC(=O)c3cccs3)sc2c1	92*	12	0	98*	89*	-2	-361	-2
CCOC(=O)CCc1c(C)c(C#N)c2nc3ccccc3n2c1-n1cnc2ccccc21	-14	0	-23	-16	-4	-10	-112	19
Nc1nnc(CSc2ccc(Cl)cc2)s1	-6	-12	3	-10	-14	4	14	12
CC(Oc1ccc(Cl)cc1)C(=O)NNC(=S)NC(=O)c1ccco1 (configuration not stated)	-23	-15	2	-9	-15	-9	14	8
CCOc1cc(/C=N/O)ccc1OCc1ccc(F)cc1	-9	-6	2	-4	-3	0	15	12
Cc1ccc(C)c(N(C(=O)CCC(=O)Nc2cc(C)on2)C(C(=O)NC2CCCC2)c2ccco2)c1 (configuration not stated)	1	2	0	5	1	-4	22	18
Nc1cc(-c2ccc(Cl)cc2)nn1S(=O)(=O)c1cccc2nsnc12	2	3	2	-7	0	-8	16	16
COc1ccc(S(=O)(=O)N(C)CC(=O)NCc2ccco2)cc1Cl	-22	5	2	1	-4	-7	4	-4
O=C(Nc1cccc(-c2ccccc2)c1)N1CCN(C(=O)Nc2cccc(-c3ccccc3)c2)CC1	-10	-11	1	-8	-1	-4	1	4
Cc1sc(NC(=O)CSc2nnc(-c3ccccc3)o2)c(C#N)c1C	-14	-3	-3	-2	-7	1	6	5
O=C(Nc1ccc(N2CCN(C(=O)c3ccc(Cl)cc3)CC2)cc1)c1cccs1	0	-2	2	-1	-1	-4	10	0
COc1cccc(N(C(=O)c2ccco2)C(C(=O)NC2CCCC2)c2cccnc2)c1 (configuration not stated)	3	4	0	1	1	-6	19	-7
O=c1/c(=C\c2ccc(O)cc2)sc2n1C(c1ccccc1)C(c1ccccc1)=NN=2 (configuration not stated)	-10	-37	-28	-5	-2	-24	-110	4
Cn1cc(CCCC(=O)NCc2ccc(F)cc2)c2ccccc21	19	3	0	3	3	-2	13	10
O=C(NN=C1CCCC1)C(=O)Nc1cccc(C(F)(F)F)c1	3	0	2	16	2	-4	6	7
CSc1ccc(C(=O)C2CCCN(C(=O)c3ccsc3)C2)cc1 (configuration not stated)	-12	44	2	5	-1	-1	26	10
CC1Cc2ccccc2N1C(=O)CSc1nnc(-c2ccc(S(=O)(=O)N3CCCC3)cc2)o1 (configuration not stated)	5	2	-4	3	-6	-4	8	15
COCCNC(=O)C1CCC(CNS(=O)(=O)c2cccc3nsnc23)CC1 (configuration not stated)	1	2	2	-1	-1	-7	24	-17
CC(C)C(NS(=O)(=O)c1cccc2nsnc12)C(=O)NC1CCCCC1C (configuration not stated)	-1	-14	-1	2	2	-7	22	-17
CCOc1cccc(NC(=O)C2CC(=O)N(C)C(=Nc3cccc(F)c3)S2)c1 (configuration not stated)	-24	-5	2	0	-1	-7	2	14
COc1ccc([N+](=O)[O-])cc1N(CC(=O)NCCSc1ccccc1)S(C)(=O)=O	-12	-1	0	-8	2	-7	11	5
CCc1ccc(/C=C2/C(=O)N(CC)C(=S)N2C)s1	-3	2	-86	2	-2	-8	6	3
CCOc1cccc2c1OC1(C)CC2NC(=O)N1c1cccc(C(=O)NCc2ccccn2)c1 (configuration not stated)	-8	3	1	-2	-1	-9	-1	-6
NNC(=O)c1[nH]c2ccc([N+](=O)[O-])cc2c1-c1ccccc1	-1	2	0	-5	2	-5	8	17
O=S(=O)(N/N=C\c1ccccc1O)c1ccc(Cl)cc1	0	-9	1	5	-1	-4	4	8
CCOC(=O)C(C)Oc1nc(Oc2ccccc2)nc(N(C)C)n1 (configuration not stated)	-4	7	2	-7	2	-5	31	0
CN(C)CC(C)(C)CNS(=O)(=O)c1ccc(Cl)cc1	-11	-5	2	1	2	-12	6	-29
Cc1ccc2[nH]c(=O)c(CN(Cc3cccnc3)Cc3nnnn3CC3CCCO3)cc2c1 (configuration not stated)	1	4	1	-4	4	-7	-48	-21
O=C(c1ccco1)N1N=C(c2cccs2)CC1c1ccccc1O (configuration not stated)	-10	-1	-2	-8	1	3	-311	25
CCN(CC)C(=O)Cn1cc(C(=O)C(=O)NCc2cccs2)c2ccccc21	27	0	2	-1	-4	-4	-1	-1
O=C(CCCNC(=O)c1ccc(Cl)cc1)Nc1ccccc1F	-10	8	-2	11	1	-9	11	4
Cc1cccc(C)c1NC(=O)C(c1ccc([N+](=O)[O-])cc1)N(C)C(=O)c1ccccn1 (configuration not stated)	11	-2	1	2	2	-3	10	-2
N#Cc1ccccc1OCC(=O)NNC(=O)c1ccncc1	11	6	-1	6	1	-10	4	-6
COc1cccc(CNC(=O)c2cccnc2Sc2ccc(Cl)cc2)c1	-6	14	0	6	-4	-10	4	7
Cc1ccc(F)c(NC(=O)C2CCCCC2C(=O)O)c1 (configuration not stated)	2	3	2	-4	9	-7	4	-7
O=c1c(Cc2ccc(F)cc2)c(O)ccn1CCc1ccccn1	4	5	1	8	2	-7	7	-11

Continued.
SMILES	SENP6 block	UBC13 inh	SENP1 FRET inh	SENP7 inh	SENP8 block-1	APOBEC3G inh	SENP8 block-2	Apaf-1 inh
CCOC(=O)Cn1c(C)c(C#N)c2ccccc21	-22	23	-49	-1	0	-6	-77	1
CNc1snc(C)c1C(=O)OCC(=O)N(C)c1ccccc1	-2	4	-1	-2	0	-5	3	-7
N#C/C(=C(/O)COC(=O)CCc1ccc(S(=O)(=O)N2CCOCC2)cc1)c1nc2ccccc2[nH]1	-16	-20	-23	-4	-4	3	-453	3
O=C(C1CCC(CNc2c(N3CCCC3)c(=O)c2=O)CC1)N1CCc2ccccc21 (configuration not stated)	-7	1	2	16	-4	0	5	0
Cc1ccc(Cc2nnc3n(-c4cccc(C)c4)nc(C(=O)c4ccccc4)n3c2=O)cc1	1	1	4	15	-3	-1	21	32
O=C(O)c1ccccc1OCCOc1ccccc1C(=O)O	-1	-4	3	-5	-8	1	18	1
Nc1nc2ncc(C(=O)c3cc(Cl)cc(Cl)c3O)cc2s1	7	-3	-59	9	-2	-2	-126	-7
CC1CCN(Cc2ccc(-c3nnn(CC(=O)NC4CCCCC4)n3)cc2)CC1	2	0	2	-5	-3	-17	1	-10
COc1ccc(CCNC(=O)c2cc3c(=O)n4cccc(C)c4nc3n(CCCN3CCOCC3)c2=N)cc1	-6	4	-25	2	-6	-5	-336	6
COc1nccc(Nc2ccccc2)c1C#N	-2	15	0	3	-5	-11	-18	6
CCNS(=O)(=O)c1ccc2c3c(cccc13)C(=O)N2	-4	0	-74	0	0	-3	-288	-3
Cc1cc(Cl)c(OCCCCNC(C)(C)C)c(Br)c1	-4	3	.	-5	-11	-7	.	-10
CC12CCC(=O)N1C(C(=O)NCCN1C(=O)S/C(=C\c3ccccc3F)C1=O)CS2 (configuration not stated)	-2	-10	0	-2	1	-7	3	4
COc1cccc(-n2nnnc2SCC(=O)c2ccc(NC(C)=O)cc2)c1	-17	-1	1	-3	10	6	2	9
CCCCn1c(SCC(=O)Nc2ccccc2C(F)(F)F)nc2ccsc2c1=O	0	7	0	4	10	2	35	17
COc1ccc(N2CCN(C(CNC(=O)C(=O)NC3CCCC3)c3ccco3)CC2)cc1 (configuration not stated)	0	1	3	-1	0	-4	19	10
CC1CCCC(NC(=O)C2CCC(CNc3c(N4CCCC4)c(=O)c3=O)CC2)C1C (configuration not stated)	-6	5	0	-4	2	-2	21	-19
OCCC1CN(Cc2ccc(-c3ccco3)cc2)CCN1Cc1ccsc1 (configuration not stated)	-9	23	0	1	-6	-8	6	-6
O=C(COC(=O)CNC(=O)c1cccc(OC(F)F)c1)NNC(=O)c1ccccc1	-5	5	1	1	5	-7	10	-14
C=CCN1C(=O)C2(OCCO2)c2cc(C)ccc21	-6	9	-3	8	8	-9	21	-4
